Screening data as filed in PubChem BioAssay.
RAD54 branch: RAD54 (human) branch migration inhibition. RAD54 Holliday junction branch migration, FAM/BHQ fluorescence. 0.14% of 360,000 active. Q92698. inhibition, % at 10.4 µM;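 active = mean normalized replicate activity at least 40 and at least half of replicates scoring 40 or more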;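 note: 0% = median of neutral control wells and 100% = median of positive control wells; inhibitors cause a drop in the FAM fluorescence signal; in these data hits start at about 50%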
Target sequence (Q92698 whole entry, looked up): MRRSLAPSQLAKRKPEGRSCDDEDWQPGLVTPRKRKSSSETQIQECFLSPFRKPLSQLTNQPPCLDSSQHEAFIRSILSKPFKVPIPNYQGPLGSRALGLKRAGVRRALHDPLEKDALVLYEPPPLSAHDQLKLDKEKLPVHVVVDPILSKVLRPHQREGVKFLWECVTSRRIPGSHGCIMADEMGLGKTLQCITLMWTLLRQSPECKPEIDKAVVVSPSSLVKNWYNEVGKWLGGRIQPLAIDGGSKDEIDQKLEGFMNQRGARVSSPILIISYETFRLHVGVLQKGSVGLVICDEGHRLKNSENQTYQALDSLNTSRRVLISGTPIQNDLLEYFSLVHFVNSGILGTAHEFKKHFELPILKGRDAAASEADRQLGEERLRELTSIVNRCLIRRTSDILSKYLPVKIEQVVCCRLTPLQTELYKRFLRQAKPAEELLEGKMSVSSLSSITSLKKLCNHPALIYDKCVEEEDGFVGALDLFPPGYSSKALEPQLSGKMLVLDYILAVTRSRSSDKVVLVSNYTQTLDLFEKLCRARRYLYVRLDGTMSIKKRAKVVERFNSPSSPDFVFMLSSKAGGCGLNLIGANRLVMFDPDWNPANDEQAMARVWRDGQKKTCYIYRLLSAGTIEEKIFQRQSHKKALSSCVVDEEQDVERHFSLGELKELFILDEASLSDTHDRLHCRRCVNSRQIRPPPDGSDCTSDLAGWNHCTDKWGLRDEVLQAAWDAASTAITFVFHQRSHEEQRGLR
esBAF inh: inhibitors of esBAF chromatin remodeling in mouse ES cells | Bmi1-luciferase knock-in reporter, 24 h; 100% = twice the neutral-well signal | reporter increase, % at 12.5 µM | 2% of 350,000 active; in the data active = activation above about 40%;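 note: 0% = median of the plate's neutral control wells and 100% = double that signal; a rise in the Bmi1 reporter signal indicates esBAF inhibition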
RAD52 inh: blocks human RAD52 DNA annealing. P43351. recombinant RAD52 DNA annealing, FRET fluorescence. inhibition, % at 18.7 µM. 0.46% of 360,000 active. AID 651710;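 active = every replicate showing at least 50% inhibition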
CFTR F508del cor: CFTR F508del correction in bronchial cells | CFBE cells, YFP halide quenching; stimulated with forskolin plus potentiator P3; % fluorescence drop versus neutral controls | activity (quench increase), % at 7.58 µM | 0.36% of 350,000 active | AID 720511;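 active = mean added fluorescence quench of at least 8% versus neutral control, with both replicates also reaching 8%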;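 note: cells transiently co-express mutant CFTR-F508del with the halide-sensitive YFP; corrector assay measuring rescue of mutant channel to the surface after 24 h compound exposure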
ERAP1 inh: blocks human ERAP1 aminopeptidase activity. Q9NZ08. AID 652197. inhibition, % at 10.7 µM. 0.15% of 340,000 active. recombinant ERAP1, Leu-AMC fluorescence, 60 min;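 active = mean replicate inhibition of at least 30%, or all replicates individually reaching that 30% level; inactive = mean below 30% and not every replicate reaching it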;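 note: 0% = neutral control wells and 100% = L-leucinethiol positive control wells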
XiGFP reactiv: reactivates the inactive X chromosome in mouse fibroblasts; activation, % at 7.58 µM; 0.055% of 360,000 active; XiGFP mouse fibroblasts, % GFP-positive cells imaging, 3 d; cells co-treated with 5-aza-dC sensitizer; scaled so ellipticine positive control = 100%;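 active = mean normalized replicate activation at least 10% and every replicate at or above 10%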;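 note: 0% = median of on-plate neutral control wells and 100% = ellipticine 6 µM median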
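assay system = SV40-immortalized XiGFP fibroblast cells, line 68-5-11 | buffer or medium = DMEM plus 5-aza-dC sensitizer | doses = single-point pinned compound dosing | times = 3-day compound exposure, then 15 min fixation at room temperature | benchmarks = positive control ellipticine, 6 µM final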
INS-1E GSIS act: GLuc luminescence reporter in INS-1E cells, primary screen for activators of glucose-dependent secretion of insulin; INS-1E GLuc reporter insulin secretion, 2-3 h; activation, % at 16.6 µM; 0.61% of 370,000 active; AID 743287;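 active = lowest replicate activation of at least 40%, so every replicate reaches that level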;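 note: 0% = median of neutral control wells and 100% = median of IBMX positive control wells; some compounds called inactive have numbers as strong as hits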
ARNT TACC3 PPI: disruptors of human ARNT/TACC3 interaction. Q9Y6A5. AlphaScreen His-ARNT PAS-B/GST-TACC3 binding, luminescence; TACC3 fragment carries E629A point mutation. inhibition, % at 9.99 µM. 0.66% of 390,000 active;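 active = mean inhibition of replicates at least 50% and at least half of replicates each reaching 50%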;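 note: 0% = complete ARNT plus TACC3 wells and 100% = ARNT alone without TACC3; many hits fall short of the cut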
Numbers without * were called inactive; x = no result given.

SMILES	RAD54 branch	esBAF inh	RAD52 inh	CFTR F508del cor	ERAP1 inh	XiGFP reactiv	INS-1E GSIS act	ARNT TACC3 PPI
Cc1csc(Nc2nc(N)c(C(=O)Nc3ccccc3)o2)n1	-1	52*	1	3.3	-1	0.0	-5	3
O=C(Nc1ccccc1C(=O)NCCCn1ccnc1)c1ccccc1	0	1	-3	-0.7	-1	x	x	1
CC1CCN(CCCNS(=O)(=O)c2ccc3c(c2)CCN3C(=O)C2CC2)CC1	-9	-2	9	-3.6	-1	0.0	8	-9
Cc1ccc(/C=N/Nc2nnc(Cl)c3ccccc23)cc1	14	20	5	4.5	6	0.0	9	-1
COc1ccccc1CNC(=O)c1cc2ccccc2o1	4	-2	-6	-0.2	2	0.0	-12	-6
O=C(NCC[C@@H]1CC[C@@H](NS(=O)(=O)c2ccccc2F)[C@@H](CO)O1)c1ccc(F)cc1	1	-3	-5	-0.3	2	-0.2	7	-9
CCCCn1c(N)c(N(CCOC)C(=O)C2CCN(S(=O)(=O)c3ccc(C)c(C)c3)CC2)c(=O)[nH]c1=O	3	x	-6	0.0	15	0.2	-12	5
COc1nc(-c2ccccc2)ccc1-c1noc(-c2cccnc2)n1	-7	6	x	x	x	x	71*	-13
COc1ccc2sc(-c3ccccc3OC)c(C#Cc3cncn3C)c2c1	12	6	-16	-3.9	12	0.0	-3	3
COC(=O)c1ccccc1NC(=S)NC(=O)c1ccc2ccccc2c1	x	x	-10	x	0	0.4	23	-3
COc1ccccc1C(=O)NCCC(=O)N(Cc1ccco1)Cc1cccs1	-11	-7	-17	-1.4	-2	0.0	13	-1
O=C1CCC(=O)O1	0	1	-3	-1.3	-5	x	-2	x
C[C@H](CO)N1C[C@H](C)[C@@H](CN(C)C(=O)c2ccc3c(c2)OCO3)Oc2cc(-c3cncnc3)ccc2S1(=O)=O	0	5	6	4.7	1	0.3	18	12
CCN(C(=O)COC(=O)c1cccs1)c1c(N)n(Cc2ccccc2)c(=O)[nH]c1=O	0	-3	-2	-2.8	-5	0.0	-6	2
COc1cc(/C=C2\NC(=O)NC2=O)cc(Br)c1OC	5	-6	-6	1.6	-1	0.2	0	0
C[C@@H]1CN([C@@H](C)CO)C(=O)c2cc(C#CC(C)(C)O)cnc2O[C@@H]1CN(C)C(=O)C1CCC1	4	-4	-8	-2.7	1	-0.9	4	-6
CCOc1ccc(C(=O)Nc2ccc(CN3CCOCC3)cc2)cc1Cl	-6	9	0	5.7	-6	0.2	3	-6
Cc1cc(O)c(C(C)C)cc1N=Cc1cc([N+](=O)[O-])ccc1O	6	-3	-16	-0.8	-2	-0.1	-6	0
CCN(CC)S(=O)(=O)c1ccc(/C=C/C(=O)N(c2ccccn2)C2CCCCC2)cc1	4	-9	-8	-1.0	0	0.0	1	27
CCOc1ccccc1NC(=O)C1=C(C)NC(=O)NC1c1cccc(OC)c1OC (stereo not given)	-2	-11	-9	2.0	-1	x	-6	-3
Cc1ccc(-c2nn(-c3ccccc3)cc2C(=O)Nc2ccc(C(=O)O)cc2)cc1	x	x	-4	1.4	0	0.2	11	-2
COCCn1c(CN2CCN(C)CC2)nc2c1c(=O)n(C)c(=O)n2C	-11	1	-6	-4.8	-8	0.0	x	-2
N#Cc1c(C(F)(F)F)cc(-c2ccc(Cl)c(Cl)c2)nc1SCCN1CCOCC1	0	0	-247	0.2	-2	x	x	-5
O=C(CC1C(=O)NCCN1CC1CCCCC1)NCc1cc(F)ccc1F (stereo not given)	x	2	-36	-0.4	1	0.0	-7	12
CCS(=O)(=O)Nc1ccc2c(c1)C(=O)N(C)C[C@H](OC)[C@H](C)CN(C(=O)C1CCC1)[C@@H](C)CO2	x	-6	x	-2.2	x	0.3	2	x
CCc1cccc2c(C(=O)CN3C(=O)NC4(CCCCCC4)C3=O)c[nH]c12	-2	-22	-23	1.8	0	0.1	-29	-8
COC(=O)c1ccccc1Sc1snnc1C	x	x	-16	1.9	3	0.0	-2	-3
COc1cccc(/C=C2\Oc3cc(OCC(=O)N4CCCC4)ccc3C2=O)c1OC	-3	3	-9	3.4	5	0.0	-7	-1
C=CCc1cccc(/C=N/NC(=O)C[n+]2ccccc2)c1O	7	-4	-18	0.7	2	0.0	15	80*
O=C(c1ccncc1)N1C[C@H]2[C@@H](c3ccccc31)[C@@H](CO)N2C(=O)c1ccncc1	0	2	-13	1.0	-1	0.1	1	4
CC(=O)N1CCN(S(=O)(=O)c2cccc(C(=O)OCN3C(=O)c4ccccc4C3=O)c2)CC1	3	8	-12	0.9	-5	0.5	20	-4
Cc1cccc(S(=O)(=O)N2C[C@@H]3[C@H](c4ccccc42)[C@@H](CO)N3C(=O)CC2CC2)c1	6	-3	11	-2.8	0	0.3	-4	-4
CC1CCCCC1NC(=O)c1cc(=O)[nH]c2ccccc12 (stereo not given)	2	x	-4	-1.3	12	0.1	26	0
Cc1ccc(C(=O)NC2CCS(=O)(=O)C2)cc1S(=O)(=O)N1CCCC1 (stereo not given)	-10	x	-7	1.0	-1	0.1	5	-4
Cc1ccc(O)c(NC(=O)c2cc3nc4c(c(C(F)(F)F)n3n2)CCc2ccccc2-4)c1	-6	-2	x	x	x	x	16	-2
CCOC(=O)C1CCCc2c1[nH]c1ccc(Cl)cc21 (stereo not given)	x	x	-10	0.9	1	0.0	-27	0
COc1ccccc1NC(=O)c1cc2c(cc1Cl)N1CCCCCC1=NS2(=O)=O	0	-6	7	3.5	4	0.5	x	-3
NC(=O)CCSC(=S)N1CCOCC1	-2	-10	-12	-2.3	1	0.0	18	-2
Cc1ccccc1CN(C)CC(=O)Nc1ccccc1Oc1ccccc1	-12	x	-5	0.8	-3	0.0	29	-3
Cc1nc2cc(-c3ccc(Br)cc3)[nH]n2c(=O)c1Cl	2	27	3	-0.7	-2	0.0	6	-8
COc1ccc(CNC(=O)CN(Cc2ccc(OC)cc2)C(=O)CCC(=O)Nc2ccccn2)cc1	-25	-1	-12	-1.4	-2	0.2	5	x
COC(=O)c1cc(Nc2cc(C)nc3ncnn23)cc(C(=O)OC)c1	-4	-7	-5	3.1	0	0.2	-3	0
CN(C)S(=O)(=O)c1cccc(C(=O)Nc2ccccc2)c1	x	x	-10	-0.1	-4	6.2	-8	5
CC1(C)CC2CC(C)(CN2C(=O)COC(=O)c2ccc(NC(=O)CC#N)cc2)C1 (stereo not given)	-3	7	-63	0.9	-1	0.0	-6	-4
CCC(=O)N1[C@H](CO)[C@H](c2ccc(C3=CCCCC3)cc2)[C@@H]1CNC1CCCC1	x	x	-30	1.8	2	0.0	-3	x
COCCNC(=O)C1(C)CCCN(C(=O)c2cccc(Cl)c2)C1 (stereo not given)	-7	-3	-4	-0.3	2	0.4	-3	x
O=c1c2ccccc2c(C=NC2CCN(Cc3ccccc3)CC2)c(O)n1Cc1ccc2c(c1)OCO2	x	x	-18	-1.8	1	0.2	x	x
C[C@@H]1CN([C@H](C)CO)C(=O)c2cc(NC(=O)CCC(F)(F)F)ccc2O[C@@H](C)CCCCO[C@@H]1CN(C)Cc1ccccc1	-2	1	12	1.5	2	0.4	-15	-4
C=CCNC(=O)COC(=O)CCC(=O)c1cccs1	-12	4	-11	-1.5	-3	-0.2	7	-2
Cc1noc(C)c1NC(=O)N(C)C[C@@H]1OCCCC[C@@H](C)Oc2ccc(NS(=O)(=O)c3ccc(F)cc3)cc2C(=O)N([C@@H](C)CO)C[C@H]1C	-8	-5	7	-0.8	-3	0.1	13	-2
O=C(CCCOc1ccccc1)N1CCCc2ccccc21	-2	39	x	x	x	x	-8	-8
CCC1(CC)NC(=O)N(CC(=O)Nc2ccc(C)cc2C)C1=O	-4	7	-5	0.6	-4	-0.1	1	1
O=C(CNS(=O)(=O)Cc1ccccc1)NNc1ccccc1	-2	1	-9	-1.6	-1	0.0	7	x
Cc1ccc(/C(O)=C2\C(=O)C(=O)N(C)C2c2ccc(Br)cc2)cc1 (stereo not given)	6	-7	-20	-0.5	3	0.0	-13	3
O=C(Nc1ccc2sccc2c1)c1cccc(N2C(=O)CCC2=O)c1	x	x	-6	-1.8	0	0.0	-9	-5
Cn1c(CNC(=O)C2CCC(=O)N(CCc3cccc(F)c3)C2)nc2ccccc21 (stereo not given)	5	-3	-12	1.5	-2	0.0	-2	-5
